Bioassay records deposited in PubChem BioAssay by several laboratories.
TRPC6 act: mouse TRPC6 channel activators, primary screen, cell-based, HEK293, membrane potential dye; B-score at 10 µM; HEK293-TRPC6 membrane potential dye fluorescence; stronger effect = higher value; actives 0.13% (n = 310,000);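 active = B-score of the integrated fluorescence ratio above library mean plus 3 SD, and starting fluorescence ratio within library mean plus 5 SD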;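 also: higher score means more depolarization so channel activation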
RGS4 act: RGS4 potentiators or activators, primary screen, cell-based, HEK293 M3R inducible RGS4, calcium flux; carbachol calcium flux Fluo4; stronger effect = lower value; B-score at 10 µM; actives 0.92% (n = 310,000); AID 463111, 2010;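 active = B-score of the integrated calcium signal more than 4 SD below the library mean, with starting fluorescence not abnormally high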;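 also: negative B-score means reduced calcium response which marks RGS4 activation or potentiation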
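test system = HEK293 cells with stable M3R and inducible RGS4 | schedule = recording 10 s baseline at 1 Hz, 100 s post-agonist | technique = Fluo4-AM (2 µM) calcium-flux fluorescence, kinetic read | measure = Agonist-evoked peak-minus-minimum fluorescence over baseline, integrated ratio, B score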
TRPC6 inhibitor: mouse TRPC6 channel inhibitors, primary screen, cell-based, HEK293, membrane potential dye; Short transient receptor potential channel 6 (Mus musculus), Q61143; ACh-evoked depolarization; stronger effect = lower value; B-score at 10 µM; actives 1.1% (n = 310,000);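 active = B-score under library mean minus 3 SD, initial fluorescence not abnormally high, positive integrated signal ratio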;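 also: B-score derived from integrated fluorescence ratio over the kinetic read; more negative B-score means stronger inhibition of depolarization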
TMEM16A inh: TMEM16A chloride channel inhibitors, primary screen, cell-based, HTS; actives 1.2% (n = 310,000); Anoctamin-1 (Mus musculus), Q8BHY3; HEK293 TMEM16A/YFP iodide influx fluorescence, ionomycin; normalized B-score (activity score, 25-100; higher = stronger inhibition) at 10 µM;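 active = ratio plate-corrected score three or more library SD toward inhibition, starting fluorescence score within five deviations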;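 also: score derived from kinetic fluorescence span divided by baseline fluorescence per well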
MrgX1 PAM: positive allosteric modulators of MrgX1, primary screen, HEK293 cells, Fluo-4 calcium flux; Mas-related G-protein coupled receptor member X1 (Homo sapiens), Q96LB2; FDSS; stronger effect = higher value; B-score at 10 µM; actives 0.63% (n = 310,000); AID 588675, 2011;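 active = plate-corrected calcium response at least 3 library SD above typical, normal starting fluorescence, not activating the receptor alone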;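 also: compound read alongside a low EC10 to EC30 dose of BAM8-22 agonist; peak minus trough fluorescence over baseline measured at the second addition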
Target sequence (Q96LB2 whole entry, looked up): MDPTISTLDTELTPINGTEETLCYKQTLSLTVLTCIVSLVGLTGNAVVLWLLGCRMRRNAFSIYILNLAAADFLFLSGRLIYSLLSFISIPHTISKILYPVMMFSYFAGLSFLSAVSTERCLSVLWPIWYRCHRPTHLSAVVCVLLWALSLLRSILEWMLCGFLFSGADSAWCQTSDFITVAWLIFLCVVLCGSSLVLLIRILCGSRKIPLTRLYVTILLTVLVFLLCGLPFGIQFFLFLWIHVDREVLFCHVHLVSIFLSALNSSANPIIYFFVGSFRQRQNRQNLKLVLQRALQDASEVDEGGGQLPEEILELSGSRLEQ
ANO1 activ: TMEM16A chloride channel activators or potentiators, primary screen, cell-based, HTS; Anoctamin-1 (Mus musculus), Q8BHY3; HEK293 TMEM16A/YFP-H148Q/I152L, iodide quench fluorescence; stronger effect = lower value; B-score at 10 µM; actives 0.3% (n = 340,000); AID 623877, 2012;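 active = fluorescence-ratio B-score plate-corrected deviation score at least 3 library SD below zero, with starting fluorescence score within 5 deviations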;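 also: channel opened by trigger with iodide after compound preincubation; score built on the fluorescence ratio of max minus min over baseline; more negative score means more quench and so TMEM16A activation or potentiation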
RGS4 block: RGS4 inhibitors, primary screen, cell-based, HEK293 M3R inducible RGS4, calcium flux | B-score at 10 µM | Fluo-4 calcium flux; stronger effect = higher value; triggered by carbachol at its EC20 | actives 0.45% (n = 310,000);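 active = B-score, a plate-corrected calcium signal, over three deviations above library mean, with baseline fluorescence within five deviations of library mean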;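 also: RGS4 expression induced by doxycycline in cells with stable M3 receptor; B-score is computed from the integrated fluorescence ratio over baseline after carbachol; higher B-score means a larger calcium signal and so more RGS4 inhibition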
Target sequence (P49798 whole entry, looked up): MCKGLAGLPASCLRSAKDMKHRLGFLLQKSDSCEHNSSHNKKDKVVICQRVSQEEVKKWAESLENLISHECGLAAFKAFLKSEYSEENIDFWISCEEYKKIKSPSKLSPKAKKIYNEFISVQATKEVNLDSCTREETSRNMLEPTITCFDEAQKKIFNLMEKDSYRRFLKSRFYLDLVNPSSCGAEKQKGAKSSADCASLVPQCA
HDAC3 inhib: HDAC3 deacetylase inhibitors, primary screen, biochemical, fluorescence, cell-free homogeneous | Histone deacetylase 3 (Homo sapiens), O15379 | recombinant HDAC3, fluorogenic peptide/trypsin coupled | inhibition, % at 8.3 µM | actives 0.15% (n = 320,000); in the data active = inhibition above about 26%, passing the limit was not always enough; inconclusive = no clear call, values can overlap the other calls
Target sequence (O15379 whole entry, looked up): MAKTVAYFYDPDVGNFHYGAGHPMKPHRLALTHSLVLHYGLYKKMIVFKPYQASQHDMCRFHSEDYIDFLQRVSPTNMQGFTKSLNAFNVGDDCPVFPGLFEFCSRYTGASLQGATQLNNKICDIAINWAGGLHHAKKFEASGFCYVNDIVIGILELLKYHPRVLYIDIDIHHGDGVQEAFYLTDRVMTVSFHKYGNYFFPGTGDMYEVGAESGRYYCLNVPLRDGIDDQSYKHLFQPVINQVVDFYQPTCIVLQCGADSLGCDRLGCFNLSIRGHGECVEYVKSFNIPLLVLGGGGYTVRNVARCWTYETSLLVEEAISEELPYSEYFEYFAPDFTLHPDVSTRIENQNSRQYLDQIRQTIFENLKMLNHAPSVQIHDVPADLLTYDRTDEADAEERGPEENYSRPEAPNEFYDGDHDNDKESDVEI
SKKanGAS inh: S. pyogenes SKKanGAS growth inhibitors in kanamycin, primary screen, streptokinase expression inhibitor project, SKKanGAS strain, BacTiter-Glo luminescence | 6 h | inhibition, % at 7.5 µM | actives 1.3% (n = 300,000);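 active = mean replicate score, as percent of positive control median, at least 50; inconclusive = mean below 50 but one replicate at or above 50; inactive = mean and every replicate below 50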;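 also: strain carries kanamycin resistance gene driven by streptokinase promoter and grows in 40 µg/ml kanamycin; loss of luminescence reflects streptokinase promoter inhibition or plain growth inhibition; 0% = median of DMSO wells and 100% = positive control at its reference dose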
MrgX1 agonist: agonists of human MrgX1 receptor, primary screen, HEK293 cells, Fluo-4 calcium flux; Fluo-4 calcium fluorescence, agonist mode; stronger effect = higher value; B-score at 10 µM; actives 0.44% (n = 310,000); AID 588627, 2011;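 active = calcium response B-score plate-corrected fluorescence ratio at least 3 library SD, with starting fluorescence B-score inside 5 SD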
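Material – MrgX1-expressing HEK293 cells · Input – 15,000 cells seeded per well · Dosing – compound as first of three additions · Times – overnight seeding, then 1 h dark dye loading · Measured by – kinetic Fluo-4 NW fluorescence of intracellular calcium · Read-out – B-scored fluorescence response ratio · Benchmarks – positive and negative control wells on each plate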
MrgX1 antag: antagonists of human MrgX1 receptor, primary screen, HEK293 cells, Fluo-4 calcium flux. Mas-related G-protein coupled receptor member X1 (Homo sapiens), Q96LB2. BAM8-22 antagonism; stronger effect = lower value. B-score at 10 µM. actives 1.3% (n = 310,000);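 active = calcium-response B-score plate-corrected more than 3 library SD below zero, starting fluorescence within 5 deviations, no agonist response on first addition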;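 also: peak minus trough fluorescence over baseline after final BAM8-22 challenge near maximal dose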
* hit, by the source's call; i = inactive; ? = inconclusive; / = no result given.

SMILES	TRPC6 act	RGS4 act	TRPC6 inhibitor	TMEM16A inh	MrgX1 PAM	ANO1 activ	RGS4 block	HDAC3 inhib	SKKanGAS inh	MrgX1 agonist	MrgX1 antag
CCOC(=O)C1CCN(C(=O)COC(=O)c2ccc(Br)o2)CC1	i	i	i	i	i	i	i	-1	-3	i	i
O=c1cnnc(N/N=C/c2c[nH]c3ccccc23)[nH]1	i	i	i	i	i	i	i	4	-6	i	i
CC(C)CN1C(=O)c2ccc(NC(=O)C3CC3)cc2C1=O	i	i	i	i	i	i	i	-1	-4	i	i
C/C(Cl)=C/CSc1nn2c(=O)c3ccccc3nc2s1	i	i	i	i	7.8*	i	i	-2	17	i	i
CCOc1ccc(N2C(=O)CC(N(Cc3ccco3)C(C)=O)C2=O)cc1 (stereo not drawn)	i	i	i	i	i	i	i	0	2	i	i
Cc1ccc(C)c(N2CCN(S(=O)(=O)CC34CCC(CC3=O)C4(C)C)CC2)c1 (stereo not drawn)	i	i	i	i	i	i	i	-2	-1	i	i
O=C(O)CN1C(=O)/C(=C/C=C/c2ccccc2)SC1=S	i	i	i	i	i	i	i	5	3	i	i
O=C(NCC1CCCO1)C1CCN(S(=O)(=O)c2cccc3nonc23)CC1 (stereo not drawn)	i	i	i	i	i	i	i	2	-1	i	i
Cc1cc(C)nc(S/C=C/C(=O)c2ccc(F)cc2)n1	i	i	i	i	i	/	i	1	4	i	i
COc1cccc(NC(=O)CN(C)C(=O)CN2C(=O)NC3(CCCC3)C2=O)c1	i	i	i	i	i	i	i	5	-7	i	i
Cc1nc2nc(-c3cccnc3)[nH]n2c(=O)c1Cc1ccccc1	i	i	i	i	i	i	i	9	8	i	i
c1nc(NC2CCCCC2)c2[nH]cnc2n1	i	i	i	i	i	i	i	-5	-2	i	i
O=C(CCN1C(=O)/C(=C/c2ccc3c(c2)OCO3)SC1=S)Nc1ccc(C(=O)O)cc1	i	i	i	i	i	i	i	-1	23	i	i
O=C(Cn1nc(-c2ccccc2)c2ccccc2c1=O)NCCO	i	i	i	i	i	i	i	-3	-4	i	i
CC(=O)Nc1cccc(NC(=O)C2C3C=CC(C3)C2C(=O)O)c1 (stereo not drawn)	i	i	i	i	i	i	i	1	0	i	i
COc1ccc(CN2CCCCCC2)cc1	i	i	i	i	i	i	i	-1	1	i	i
CNC(=S)N(Cc1cccs1)Cc1cc2cc(OC)c(OC)cc2[nH]c1=O	i	i	i	i	i	i	i	-6	-9	i	i
COc1ccc(Br)cc1CNc1ccc(O)cc1	/	/	/	i	i	i	/	8	/	i	i
CCC1(N(C(C)=O)c2ccc(OC)cc2)C(=O)c2ccccc2C1=O	i	i	i	i	i	i	i	5	6	i	i
COc1cccc(/C=N/NC(=O)CNC(=O)/C=C\c2ccccc2)c1O	i	i	i	i	i	i	i	0	4	i	i
Cc1ccc(S(=O)(=O)c2cc(C)cc(S(=O)(=O)Nc3ccc(C(=O)O)cc3)c2C)cc1	i	i	i	i	i	i	i	0	3	i	i
CCCCOc1ccc(C(=O)N2CCN(c3ncccn3)CC2)cc1	i	i	i	i	i	i	i	-7	-1	i	i
Nc1ncn(C2O[C@H](CO)[C@@H](O)[C@H]2O)c(=O)n1 (stereo partly drawn)	/	/	/	i	i	/	/	4	/	i	i
COc1ccc(CCNC(=O)c2ccc(CS(=O)Cc3ccc(Cl)cc3)o2)cc1OC (stereo not drawn)	i	i	i	i	i	i	i	4	2	i	i
CCOC(=O)c1sc(=S)n(-c2cc(OC)ccc2OC)c1N	i	i	i	i	i	i	i	8	-11	i	i
SMILES	TRPC6 act	RGS4 act	TRPC6 inhibitor	TMEM16A inh	MrgX1 PAM	ANO1 activ	RGS4 block	HDAC3 inhib	SKKanGAS inh	MrgX1 agonist	MrgX1 antag
CCC(C)[C@H](N)c1nnc(SCC(=O)Nc2cccc(Cl)c2)o1 (stereo partly drawn)	i	i	i	i	i	i	i	3	-1	i	i
Cc1sc2ncnc(Nc3ccc(N4CCOCC4)cc3)c2c1-c1ccccc1	i	i	i	i	i	i	i	-1	26	i	i
COC(=O)c1cn(NC(=O)c2cccc(OC)c2)c(=O)c2ccccc12	i	i	i	i	i	i	i	-1	-12	i	i
O=C(Nc1ccc(Cl)c(Cl)c1)OCc1cccnc1	i	i	i	i	i	i	i	0	43	i	i
CCNC(=S)Nc1cc(OCC)c(NC(=O)c2cccs2)cc1OCC	i	i	i	i	i	i	i	7	5	i	i
N#CC(C(=S)Nc1ccccc1)c1nc2ccccc2[nH]1 (stereo not drawn)	i	i	i	i	i	i	i	?	23	i	i
CCC(C)Sc1cc(C(F)(F)F)c(C(=O)Nc2ccc(Cl)cc2)cn1 (stereo not drawn)	i	i	i	i	i	i	i	-1	70*	i	i
CCOC(=O)Cc1c(C)nc2cc(-c3ccc(C)cc3)[nH]n2c1=O	i	i	i	i	i	i	i	-7	1	i	i
COc1c(C)cc(C(=O)C2CCCN(C(=O)C3=C(C)OCCO3)C2)cc1C (stereo not drawn)	i	i	i	i	i	i	i	4	1	i	i
COc1ccc(NC2CCCN(C(=O)c3c(C)noc3C)C2)cc1 (stereo not drawn)	i	i	i	i	i	i	i	10	2	i	i
Cc1cccnc1NC(=O)CN1C(=O)COc2ccc(Cl)cc21	i	i	i	i	i	i	i	1	-1	i	i
Cc1ccccc1-n1ncc2c1CC(C)(C)CC2NC(=O)CN1CCCC1=O (stereo not drawn)	i	i	i	i	i	i	i	-5	-2	i	i
CC(C)C(NC(=O)c1ccccc1F)C(=O)NCCc1ccccn1 (stereo not drawn)	i	i	i	i	i	i	i	5	0	i	i
CCOC(=O)C(=CNc1cc(C)ccc1-n1cccc1)C(=O)OCC	i	i	i	i	i	i	i	0	-17	i	i
NCCc1nnc(SCc2ccccc2F)o1	i	i	i	i	i	i	i	-2	11	i	i
Cc1cc(C(C)(C)C)oc1C(=O)N(CC(=O)NC1CCCC1)Cc1ccc(Cl)cc1	i	i	i	i	i	i	i	-4	-3	i	i
Cc1cc(N)n(-c2ncnc3scc(-c4ccc(Cl)cc4)c23)n1	i	i	i	i	i	i	i	-1	2	i	i
CN(Cc1cnn(C)c1)S(=O)(=O)c1cccc([N+](=O)[O-])c1	i	i	i	i	i	i	i	-3	10	i	i
COc1ccc(NC(=O)CO/N=C2/CCCc3nonc32)c(OC)c1	i	i	i	i	i	i	i	-6	-9	i	-5.5*
CC(C)n1nnnc1SCC(=O)N1CCN(C(=O)c2ccco2)CC1	i	i	i	i	i	i	i	2	-2	i	i
CCOC(=O)C1=C(CCc2ccccc2)NC(=O)NC1c1cccc([N+](=O)[O-])c1 (stereo not drawn)	i	i	i	i	i	i	i	3	6	i	i
Cc1cc2ccccc2c(=O)n1CC(=O)NCC(=O)N1CCCC(C)C1 (stereo not drawn)	i	i	i	i	i	i	i	-2	-7	i	i
O=C1C=CC2C(c3ccc4c(c3)OCO4)CC1N2Cc1ccccc1 (stereo not drawn)	i	i	i	i	i	i	i	-3	-1	i	i
CNC(=O)CN(c1ccc(Oc2ccccc2)cc1)S(=O)(=O)c1ccc(C)cc1	i	i	i	i	i	i	i	-8	-1	i	i
Cc1ccc(S(=O)(=O)N2C3C=CC(C3)C2C(=O)O)cc1 (stereo not drawn)	i	i	i	i	i	i	i	-9	-2	i	i

The closing 3 entries of the section before open the next one.
SMILES	TRPC6 act	RGS4 act	TRPC6 inhibitor	TMEM16A inh	MrgX1 PAM	ANO1 activ	RGS4 block	HDAC3 inhib	SKKanGAS inh	MrgX1 agonist	MrgX1 antag
O=C1C=CC2C(c3ccc4c(c3)OCO4)CC1N2Cc1ccccc1 (stereo not drawn)	i	i	i	i	i	i	i	-3	-1	i	i
CNC(=O)CN(c1ccc(Oc2ccccc2)cc1)S(=O)(=O)c1ccc(C)cc1	i	i	i	i	i	i	i	-8	-1	i	i
Cc1ccc(S(=O)(=O)N2C3C=CC(C3)C2C(=O)O)cc1 (stereo not drawn)	i	i	i	i	i	i	i	-9	-2	i	i
COc1ccc(C(=O)C2CCCN(Cc3c[nH]c4ccccc34)C2)c(OC)c1 (stereo not drawn)	i	i	i	i	i	i	i	0	-6	i	i
O=C(c1ccc(-c2ccc([N+](=O)[O-])cc2)o1)N1CCCCC1	i	i	i	i	i	i	i	11	-5	i	i
O=C(c1cccs1)N(Cc1ccc(Cl)cc1)C1CCS(=O)(=O)C1 (stereo not drawn)	i	i	i	i	i	i	i	1	2	i	i
NN1C(=O)/C(=C\c2ccco2)SC1=S	i	i	i	i	i	i	i	9	2	i	i
CCOc1ccc(CCNC(=O)c2cc3ccccn3n2)cc1OCC	i	i	i	i	i	i	i	-4	-2	i	i
CC(=O)Nc1ccc(S(=O)(=O)N(C)CC(=O)N/N=C/c2ccc(C(=O)O)cc2)cc1	i	i	i	i	i	i	i	-3	-2	i	i
O=C(Nc1nnc(C23CC4CC(CC(C4)C2)C3)s1)c1ccco1	i	i	i	i	i	i	i	5	30	i	i
Cc1nc(-c2ccc(F)cc2)c(CC(=O)N(C)CC(=O)Nc2ccccc2Br)s1	i	i	i	i	i	i	i	-2	-2	i	i
CCN(CC)S(=O)(=O)c1ccc(N2CCOCC2)c(NC(=O)c2cc3ccccc3oc2=O)c1	i	i	i	i	i	i	i	-3	19	i	i
C/C=C/C(=O)N1CC2(CC(c3cccc(NC(=O)COc4ccc(Cl)cc4)c3)=NO2)C[C@@H]1C(N)=O (stereo partly drawn)	i	i	i	i	i	i	i	0	1	i	i
Cc1ccc(C)c(N2CCN(C(=O)Cn3ncn4cccc4c3=O)CC2)c1	i	i	i	i	i	i	i	-1	-7	i	i
